# Screening results from PubChem.
# LRH-1 inv ag – LRH-1 (NR5A2) inverse agonists, primary screen, cell-based, luminescence, HEK293T, StAR-luciferase reporter; LRH-1 transfected, 24 h; AID 602396, 2012; hit rate 0.13% among 360,000; Nuclear receptor subfamily 5 group A member 2 (Homo sapiens), O00482; inhibition, % at 3.6 µM;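 active = inhibition above the mean inhibition of all tested compounds plus 3 SD, cut at about 73% in these data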;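 also: 0% = DMSO wells and 100% = reporter-only cells lacking LRH-1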
# NCOA3 inh – SRC3 coactivator transcriptional activity inhibitors, primary screen, cell-based, luminescence; Nuclear receptor coactivator 3 (Homo sapiens), Q9Y6Q9; HEK293 GAL4-SRC3 luciferase reporter; inhibition, % at 3.6 µM; hit rate 0.17% among 360,000; AID 588352, 2011;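 active = inhibition above a per-campaign cutoff, the mean of all compounds plus 3 SD, cut at about 60% in these data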;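 also: 0% = DMSO-treated cells and 100% = gossypol-treated cells at 36 µM; higher means less SRC3-driven luciferase light from the GAL4 reporter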
# NOD2-RIPK2 inh – NOD2-RIPK2 binding disruptors in cells, primary screen, fluorescence, CHO cells, BLA complementation. hit rate 0.38% among 360,000. CCF4 ratio. inhibition, % at 4.98 µM. Receptor-interacting serine/threonine-protein kinase 2 (Homo sapiens), O43353. AID 624267, 2012; in the data active = inhibition above about 21%;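 also: 0% = vehicle only and 100% = reference blocker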
# TLR9-MyD88 inh – inhibitors of TLR9-MyD88 association in cells, primary screen, cell-based, CHO, BLA complementation, fluorescence. Toll-like receptor 9 (Homo sapiens) + Myeloid differentiation primary response protein …. CCF4 FRET ratio. inhibition, % at 4.98 µM. hit rate 0.21% among 340,000;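 active = inhibition above the mean over all tested compounds plus 3 SD, cut at about 21% in these data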;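 also: 0% = DMSO only wells and 100% = clavulanate BLA inhibitor control wells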
# Target sequence (Q99836 whole entry, looked up): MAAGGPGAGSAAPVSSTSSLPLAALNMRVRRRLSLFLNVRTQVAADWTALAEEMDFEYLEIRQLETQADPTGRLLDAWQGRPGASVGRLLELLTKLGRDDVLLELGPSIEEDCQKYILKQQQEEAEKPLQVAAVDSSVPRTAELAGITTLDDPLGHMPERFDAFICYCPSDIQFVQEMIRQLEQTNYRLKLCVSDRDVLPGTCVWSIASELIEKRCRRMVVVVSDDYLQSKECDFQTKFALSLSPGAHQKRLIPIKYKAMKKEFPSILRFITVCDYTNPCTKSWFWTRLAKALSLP
# Target sequence (Q9NR96 whole entry, looked up): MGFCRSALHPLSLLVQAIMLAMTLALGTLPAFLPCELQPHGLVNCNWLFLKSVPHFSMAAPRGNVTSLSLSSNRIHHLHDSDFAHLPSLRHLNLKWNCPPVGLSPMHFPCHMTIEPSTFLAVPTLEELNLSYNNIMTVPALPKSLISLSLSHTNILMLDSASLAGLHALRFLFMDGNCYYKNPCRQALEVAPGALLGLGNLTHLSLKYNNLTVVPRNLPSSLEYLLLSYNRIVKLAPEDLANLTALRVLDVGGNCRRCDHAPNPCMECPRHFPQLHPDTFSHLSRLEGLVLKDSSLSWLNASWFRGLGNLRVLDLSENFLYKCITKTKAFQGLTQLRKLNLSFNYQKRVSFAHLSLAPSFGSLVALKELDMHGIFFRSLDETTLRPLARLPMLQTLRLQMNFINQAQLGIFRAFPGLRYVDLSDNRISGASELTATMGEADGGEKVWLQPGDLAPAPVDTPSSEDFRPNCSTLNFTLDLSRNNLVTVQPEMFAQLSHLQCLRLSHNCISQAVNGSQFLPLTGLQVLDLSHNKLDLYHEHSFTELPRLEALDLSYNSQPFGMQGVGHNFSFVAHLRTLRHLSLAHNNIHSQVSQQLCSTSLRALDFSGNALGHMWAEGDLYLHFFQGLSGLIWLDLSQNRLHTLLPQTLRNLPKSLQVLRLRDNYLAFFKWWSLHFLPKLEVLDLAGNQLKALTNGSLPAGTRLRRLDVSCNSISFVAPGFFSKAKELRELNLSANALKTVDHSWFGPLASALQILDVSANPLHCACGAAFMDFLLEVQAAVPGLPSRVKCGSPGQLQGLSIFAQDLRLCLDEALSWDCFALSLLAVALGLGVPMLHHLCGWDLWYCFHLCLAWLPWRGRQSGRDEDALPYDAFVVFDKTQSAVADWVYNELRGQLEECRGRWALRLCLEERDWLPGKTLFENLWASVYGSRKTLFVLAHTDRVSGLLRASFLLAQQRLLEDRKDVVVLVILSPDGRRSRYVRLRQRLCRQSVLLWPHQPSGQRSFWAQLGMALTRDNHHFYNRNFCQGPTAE
# NCOA1 inh – SRC1 coactivator transcriptional activity inhibitors, primary screen, cell-based, luminescence; Nuclear receptor coactivator 1 (Homo sapiens), Q15788; HEK293 GAL4-SRC1 luciferase reporter; AID 588354, 2011; hit rate 0.12% among 360,000; inhibition, % at 3.6 µM;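 active = inhibition above the campaign mean plus 3 SD, with each screening campaign given its own cutoff, cut at about 60% in these data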;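 also: 0% = DMSO treated cells and 100% = gossypol at 36 µM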
# NCOA2 inhibitor – inhibition of GAL4-SRC2 driven luciferase reporter, primary screen, SRC2 inhibitor project, cell-based, luminescence; HEK293 GAL4-SRC2 luciferase reporter; inhibition, % at 9 µM; hit rate 0.17% among 370,000;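 active = inhibition above the mean inhibition of all tested compounds plus 3 SD, set per campaign, cut at about 52% in these data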;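 also: 0% = DMSO treated cells and 100% = cells given Gossypol at 36 µM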
# Vif inh – HIV Vif self-association inhibitors, primary screen, imaging, HEK293T, single point | HEK293T cells, Vif self-association by quenched fluorescence, 24 h | inhibition, % at 7.49 µM | hit rate 0.35% among 340,000 | AID 602346, 2012; in the data active = inhibition above about 50%, passing the limit was not always enough; inconclusive = no clear call, values can overlap the other calls; inactive = below about 31%; also: some results filed as inactive read as strong as hits
# COUP-TFII inh – NR2F2 transcriptional activity inhibitors, primary screen, cell-based, luciferase reporter, HEK293T, luminescence; COUP transcription factor 2 (Homo sapiens), P24468; HEK293T NGFI-A luciferase reporter; inhibition, % at 8.6 µM; hit rate 0.7% among 370,000;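 active = inhibition above a per-plate cutoff, mean inhibition of test wells between control levels plus 3 SD, cut at about 38% in these data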;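 also: cells cotransfected with COUP-TFII expression vector driving the NGFI-A reporter; 0% = median of COUP-TF2 test wells and 100% = reporter-only cells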
# LMP1 NFkB inh – EBV LMP1-driven NF-kappaB luciferase reporter inhibitors, primary screen, cell-based, luminescence, single point; hit rate 0.69% among 350,000; LMP1-induced NF-kappaB luciferase reporter cells; inhibition, % at 12.5 µM; in the data active = inhibition above about 41%; inconclusive = no clear call, values can overlap the other calls;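 also: 0% = neutral control wells and 100% = reference inhibitor control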
# C8 TRAIL sens – viability loss with TRAIL in NB7+C8 cells, primary screen, TRAIL sensitizer project, cell-based, ATPlite luminescence | AID 624354, 2012 | inhibition (viability loss, TRAIL sensitization), % at 10 µM | hit rate 1% among 360,000;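 active = compounds causing at least 50% loss of cell viability in the single-dose screen, relative to plate controls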
# TROY signal inh – inhibitors of TROY-driven NF-kB signaling, primary screen, Q293 LMP1-TROYcd cells, NF-kB luciferase, uHTS; Q293 LMP1-TROYcd NF-kB luciferase reporter, 4 h; inhibition, % at 10 µM; hit rate 0.98% among 360,000; AID 1347056, 2019;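 active = compounds whose plate-normalised and pattern-corrected inhibition of the luciferase reporter signal at the single screening dose is 50% or more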
# * marks the source's active call; other numbers are inactive results; ? = inconclusive; nt = no result given. The list is partial; rates above refer to the full screens.
SMILES,LRH-1 inv ag,NCOA3 inh,NOD2-RIPK2 inh,TLR9-MyD88 inh,NCOA1 inh,NCOA2 inhibitor,Vif inh,COUP-TFII inh,LMP1 NFkB inh,C8 TRAIL sens,TROY signal inh
COc1ccc(N2CCN(C3=CC(=O)N(c4cccc(Cl)c4)C3=O)CC2)cc1,1.8,24.9,-6.6,2.0,6.1,4.9,3.7,10.3,2.7,-10.3,-22.8
C[C@H]1CCC(=O)N([C@H](CSc2ccccc2)Cc2ccccc2)CC1,23.1,-10.6,-4.0,1.5,-16.2,4.4,0.8,-1.4,0.3,21.6,-0.5
Cc1ccsc1C1NC(=O)c2ccccc2N1 (stereo unspecified),-21.6,-15.2,0.6,0.9,-53.0,-23.5,4.0,-12.5,-2.6,5.7,-35.0
Cc1cc(CNC(=O)Nc2ccc3c(c2)OCO3)nn1C,-34.6,-21.8,-7.6,2.3,-22.2,-37.4,5.3,-7.7,-23.4,7.5,-48.3
O=C(Nc1ccc(N2CCN(C(=O)c3ccc(Cl)cc3)CC2)cc1)c1ccc2c(c1)OCCO2,16.9,47.4,2.7,-8.9,39.9,15.8,-19.0,29.6,25.4,31.9,69.5*
Oc1ccccc1C1=NCCNC(C(F)(F)F)=C1,-14.2,-6.6,5.5,-7.9,-53.4,-2.0,3.7,2.7,-4.7,-11.6,-8.6
COc1ncccc1-c1ccc2nncn2c1,3.5,-2.7,1.6,nt,6.3,-1.6,-2.7,-7.9,nt,5.6,-1.4
N#Cc1c(N)oc(-c2ccc3c(c2)OCO3)c1-c1ccc2c(c1)OCO2,-34.3,-15.7,-9.3,-4.8,-27.1,-4.0,-7.4,-16.4,-2.3,-7.9,-22.5
CN(CC(=O)Nc1ccc(F)cc1)C(=O)COc1ncnc2ccccc12,-4.0,6.2,-11.6,1.2,-12.1,-8.0,-2.2,-3.6,-10.1,-15.2,2.8
CN(C)CCN(C)C1CN(CCc2ccccc2)S(=O)(=O)C1 (stereo unspecified),2.2,0.8,-6.6,nt,4.6,-6.3,nt,-7.9,nt,4.9,-32.3
COC(=O)C1CCN(CC(=O)Nc2ccc(OC)c(Cl)c2)CC1,-8.4,-2.1,-7.0,0.2,-6.0,1.9,?,-13.3,12.5,-2.7,12.8
C[C@H](CO)N1C[C@H](C)[C@@H](CN(C)C(=O)Nc2ccc(C(F)(F)F)cc2)Oc2ccc(NC(=O)Cc3ccccc3)cc2C1=O,9.1,-17.4,-9.7,2.9,7.8,-2.9,-4.7,6.2,12.1,4.2,-9.1
Cc1cccc(OCC(=O)OCC(=O)N(CC(C)C)c2c(N)n(Cc3ccccc3)c(=O)[nH]c2=O)c1C,8.3,11.4,3.4,6.3,-5.5,21.9,-7.6,-6.0,4.7,-0.5,19.2
CCOc1ccc(Cl)cc1-c1cc(C(=O)Nc2ccc(OC)nc2)[nH]n1,-28.4,-11.7,1.2,nt,5.7,-42.3,-6.8,0.3,nt,14.7,-10.2
CC(C)(C)NC(=O)C(c1ccccc1)n1c(=O)c(-c2cc3ccccc3[nH]2)nc2ccccc21 (stereo unspecified),22.1,nt,42.8*,nt,nt,-24.2,nt,-13.4,nt,6.3,nt
CCCCN(C(=O)c1ccc(S(=O)(=O)N2CCCCC2)cc1)C1CCS(=O)(=O)C1 (stereo unspecified),0.3,1.8,-5.9,2.5,-1.2,-15.9,2.4,-6.9,-7.9,11.2,-1.8
C=CC[C@H](CC(=O)N(CCO)Cc1ccccc1)C(=O)N[C@H](COC(=O)[C@@H](CC=C)CC(=O)OC(C)(C)C)c1ccccc1,12.1,9.8,-6.2,0.6,3.1,-0.7,-14.2,2.8,-2.4,4.3,8.8
CCOC(=O)c1ccccc1NC(=O)CSc1nccn1C,-10.5,-0.6,-3.1,-2.7,-4.8,-13.7,-17.3,11.4,-11.0,-2.0,-2.7
N#Cc1ccccc1OCC(=O)OCC(=O)Nc1ccc2c(c1)OCO2,3.3,19.6,3.8,1.7,0.6,-19.5,3.0,5.9,3.0,-1.3,-0.7
COc1cccc(C(=O)CN(C(=O)c2ccc(Cl)cc2Cl)N2C(=O)c3ccccc3C2=O)c1,16.9,13.2,-0.7,-4.1,-7.8,-0.1,5.2,9.3,3.1,-7.6,7.1
O=C(CN(c1ccc(Cl)c(Cl)c1)S(=O)(=O)c1ccccc1)N1CCc2ccccc2C1,-9.8,-2.2,-2.7,-0.8,-6.4,0.8,-4.4,-15.6,-13.5,5.4,5.9
O=C(NCCCN1CCOCC1)C1Cc2c(ccc3ccccc23)O1 (stereo unspecified),13.0,20.6,-14.8,2.6,11.4,-18.6,-1.8,-8.3,-25.1,21.6,-3.9
CN(C)c1ccnc(Nc2ccccc2)c1C#N,4.8,10.7,-12.8,nt,-21.5,-1.0,-0.5,7.6,6.7,-12.1,10.2
C[C@@H]1CN([C@@H](C)CO)C(=O)CCCn2nncc2CO[C@@H]1CN(C)C(=O)Nc1cccc(C(F)(F)F)c1,11.1,-6.9,-5.2,10.3,0.7,-3.3,-3.8,1.0,5.0,-10.6,-5.5
Cc1onc(-c2ccccc2)c1C(=O)N1CCN(S(=O)(=O)c2ccc(Cl)cc2)CC1,6.7,-17.3,-4.8,3.6,-6.9,24.1,8.1,16.7,-6.4,-2.0,9.4
O=C(NCC1CCCO1)/C(=C\c1ccco1)NC(=O)c1ccccc1 (stereo unspecified),-12.9,5.0,12.2,0.1,-18.7,2.0,4.6,-6.8,-1.4,0.5,21.7
CC1(C)CC(=O)c2cnc(NC(=O)C3CCCC3)nc2C1,-15.2,-32.4,-7.1,-8.0,-21.7,-7.7,28.9,-22.7,-4.4,-8.3,-8.0
Cc1cccc(NC(=O)CSc2ccc(-c3cccnc3)nn2)c1,6.5,-10.6,-4.4,-3.1,2.8,22.8,-6.2,-0.7,-0.5,9.8,-17.0
COc1ccc(C(=O)/C=C/c2ccsc2)cc1CSCC(=O)O,13.5,18.5,5.8,-0.6,-0.2,-9.6,-6.4,4.1,-3.5,10.2,14.0
c1ccc(-c2cc(-c3nc(-c4ccccn4)no3)c3ccccc3n2)cc1,-4.0,1.0,11.1,1.4,-2.1,3.3,-12.1,5.7,12.2,8.4,-4.4

# Copied from the list.
# Entry for Cc1cccc(NC(=O)CSc2ccc(-c3cccnc3)nn2)c1 in NCOA1 inh: 2.8
# Entry for Cc1onc(-c2ccccc2)c1C(=O)N1CCN(S(=O)(=O)c2ccc(Cl)cc2)CC1 in NOD2-RIPK2 inh: -4.8

# The list goes on:
SMILES,LRH-1 inv ag,NCOA3 inh,NOD2-RIPK2 inh,TLR9-MyD88 inh,NCOA1 inh,NCOA2 inhibitor,Vif inh,COUP-TFII inh,LMP1 NFkB inh,C8 TRAIL sens,TROY signal inh
COc1ccc(OC)c(/C=N/NC(=O)c2cc3c(OC)cc(OC)cc3[nH]2)c1,3.9,-5.8,-5.0,6.8,7.5,-28.9,-18.2,8.3,-2.4,-9.8,34.5
CC(C)C(NC(=O)OC(C)(C)C)C(=O)N1CCCC1C(=O)NC(Cc1ccccc1)C(N)=O (stereo unspecified),3.2,-4.6,-6.3,11.5,-24.9,5.3,-1.2,0.0,6.3,-2.9,-24.5
COc1ccc(-c2cc(=O)oc3cc(OC(=O)C4CCCCC4)ccc23)cc1,16.4,17.4,1.4,9.4,-6.9,3.9,7.7,12.9,11.2,-2.9,21.7
CN(C)S(=O)(=O)c1ccc(S(=O)(=O)N2CCN(CCC#N)CC2)cc1,18.1,-2.6,-20.0,-2.7,12.0,-7.8,1.2,5.5,-6.8,-14.2,-14.0
COc1cc(CCC(=O)OCC(=O)Nc2ccc(C(N)=O)cc2)cc(OC)c1OC,13.4,5.5,-8.0,-7.9,-2.8,6.8,-0.5,-1.4,-9.5,1.0,-7.7
Cc1onc(-c2ccccc2)c1C(=O)N1CCN(c2ccccc2)CC1,8.6,11.6,1.6,-10.8,2.8,12.2,-4.1,-6.1,0.3,29.8,2.5
Cc1sc(NC(=O)C2=COCCO2)nc1-c1ccc(F)cc1,-22.9,-15.0,-7.8,5.1,-46.2,-20.3,-3.9,-26.4,-2.2,8.2,-2.3
COc1ccc(-n2nnc3c(SCC(=O)Nc4ccccc4F)ncnc32)cc1,1.1,-8.1,-1.2,6.3,-4.8,-11.2,-6.7,1.1,-2.4,-11.5,10.3
O=S(=O)(NCCc1ccccc1)c1ccc(Br)s1,-2.4,15.5,-9.1,5.8,-1.4,-3.0,-9.4,-0.6,1.5,-10.1,-4.6
CCCCC(=O)NNC(=O)c1c(O)c2ccccc2[nH]c1=O,3.6,19.3,-3.9,-3.4,5.5,-4.0,0.2,8.1,4.5,9.4,-9.4
CC(=O)Nc1ccc(/C=N/N2C(=O)NC(C)(c3ccc(OC(F)F)cc3)C2=O)cc1 (stereo unspecified),-19.5,2.1,-6.3,-0.9,9.0,-7.7,0.5,-12.0,3.7,-12.2,-13.8
COc1ccc(CN2CCOCCOCCOCC2)cc1,9.6,16.1,-8.4,-14.3,6.5,9.5,2.3,9.1,-5.2,7.3,-10.6
Cc1cc(OC(C)C(=O)N2CCN(c3ccccc3)CC2)c2c(C)c(C)c(=O)oc2c1 (stereo unspecified),21.4,14.6,0.1,7.0,-23.8,-5.4,-8.5,6.9,4.9,5.7,14.3
CCc1ccc(NC(=O)CC2C(=O)N(c3ccc(C)cc3)C(=O)N2CCc2ccncc2)cc1 (stereo unspecified),1.3,14.9,3.7,0.8,-37.2,12.4,-11.4,-1.0,-1.8,2.4,-9.5
CCCS(=O)(=O)N1CCCC(C(=O)NCCc2ccc(OC)c(OC)c2)C1 (stereo unspecified),9.5,5.2,-8.2,-3.8,-4.4,-19.6,-9.7,3.9,-2.6,7.2,9.8
Cc1ccc2cc(COC(=O)c3ccco3)c(=O)[nH]c2c1,6.5,10.0,-3.3,2.6,0.9,-44.6,1.4,-3.0,0.4,-11.5,24.4
C[C@@]12C(=O)Nc3ccc(F)cc3C(=O)N1[C@H]1c3cc(Br)ccc3OC[C@@H]1[C@@H]2c1ccccc1,-25.6,13.4,-0.2,5.0,9.2,-15.6,-9.8,13.6,4.6,29.9,29.8
CC(NC(=O)COC(=O)CCc1nc2ccccc2c(=O)[nH]1)c1ccccc1 (stereo unspecified),16.8,7.8,10.7,-7.8,-8.8,-14.0,-4.1,18.5,-5.1,8.9,-3.1
O=C(c1ccc(-c2ccccc2)c(F)c1)C1CCCN(CCCn2cccn2)C1 (stereo unspecified),-9.4,9.2,-5.7,7.0,-0.8,28.8,-7.1,-2.1,-15.0,13.5,-6.2
